Compound activity: PubChem BioAssay, several laboratories
EP2 antag: blocks the human prostaglandin E2 receptor EP2; inhibition, % at 25 µM; P43116; C6 glioma cells expressing human EP2, cAMP TR-FRET; cells stimulated with saturating PGE2; 260,000 compounds, 0.52% hits;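 active = percent inhibition above 40 after rounding to a whole number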;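 also: rat C6 glioma host cells with rolipram phosphodiesterase inhibitor present; the protocol text gives 20 µM as final concentration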
Target sequence (P43116 whole entry, looked up): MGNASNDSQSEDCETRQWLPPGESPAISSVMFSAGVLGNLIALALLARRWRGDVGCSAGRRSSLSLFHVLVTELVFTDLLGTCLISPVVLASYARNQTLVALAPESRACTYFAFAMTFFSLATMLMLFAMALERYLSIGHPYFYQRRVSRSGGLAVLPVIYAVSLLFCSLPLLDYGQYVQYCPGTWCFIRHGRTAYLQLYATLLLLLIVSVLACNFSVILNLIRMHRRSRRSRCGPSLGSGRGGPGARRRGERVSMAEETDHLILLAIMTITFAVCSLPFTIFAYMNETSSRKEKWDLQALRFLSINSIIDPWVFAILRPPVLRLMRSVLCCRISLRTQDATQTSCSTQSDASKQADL
TbHK1 inh: blocks Trypanosoma brucei hexokinase 1 activity | recombinant TbHK1, G6PDH-coupled NADH A340 | inhibition, % at 10 µM | 220,000 compounds, 0.11% hits | AID 1430;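 active = inhibition of 50% or more in the single-dose primary screen; inactive = inhibition below 50%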
p47phox inh: blocks human p47phox regulatory protein of NADPH oxidases; p47phox/p22phox peptide binding, fluorescence polarization, 2 h; inhibition, % at 24.7 µM; 220,000 compounds, 0.53% hits; AID 1274;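 active = inhibition above about 30%, limit read from the data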;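 also: 0% = p47phox with labelled peptide and 100% = labelled peptide alone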
Target sequence (P14598 whole entry, looked up): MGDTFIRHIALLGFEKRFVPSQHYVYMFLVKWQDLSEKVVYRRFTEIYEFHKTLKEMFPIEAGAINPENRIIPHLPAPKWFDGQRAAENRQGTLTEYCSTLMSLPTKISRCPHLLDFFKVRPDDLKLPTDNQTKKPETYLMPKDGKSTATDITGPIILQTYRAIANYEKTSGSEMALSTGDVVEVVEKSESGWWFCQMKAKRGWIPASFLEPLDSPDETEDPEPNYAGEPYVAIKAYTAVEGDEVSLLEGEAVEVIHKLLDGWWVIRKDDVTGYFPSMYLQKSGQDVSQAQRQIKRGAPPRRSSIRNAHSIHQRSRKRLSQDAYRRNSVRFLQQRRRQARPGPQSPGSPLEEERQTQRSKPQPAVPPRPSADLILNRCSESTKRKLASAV
PPC-1+TRAIL kill: PPC-1 cancer cell killing with TRAIL present | PPC-1 cells + TRAIL, ATPLite viability luminescence | AID 1443 | cell killing (% activity), % at 4 µM | 220,000 compounds, 0.41% hits;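 active = cell killing above 50% in the first pass at 4 µM, then a duplicate retest at 5 µM averaging 50% or more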;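 also: plate controls were cells with TRAIL plus DMSO for no effect and medium-only wells lacking cells for full effect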
BaF3 parental: parental Ba/F3 viability inhibition as JAK2V617F counter-screen. inhibition, % at 5.6 µM. 220,000 compounds, 1.1% hits. CellTiter-Glo ATP luminescence;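 active = inhibition above a per-campaign cutoff, the mean inhibition of all tested compounds plus 3 SD, cut at about 27% in these data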;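 also: 0% = DMSO wells and 100% = JAK Inhibitor I control wells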
Furin inh: inhibitors of human furin; P09958; purified furin, fluorogenic substrate cleavage; inhibition, % at 30 µM; 220,000 compounds, 0.061% hits; in the data active = inhibition above about 25%; also: inactives centre near -15
RBBP9 inhibitor: blocks human serine hydrolase RBBP9 | inhibition, % at 7.94 µM | 220,000 compounds, 0.2% hits | O75884 | recombinant RBBP9, FP-Rh probe fluorescence polarization;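 active = inhibition above the campaign mean of all tested compounds plus 3 SD, cut at about 14% in these data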;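 also: plate controls were DMSO wells with RBBP9 for no effect and wells lacking RBBP9 protein for full effect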
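System: RBBP9 protein / Quantity: 2.5 µM RBBP9 dispensing solution, before mixing / Also added: Serine-hydrolase probe FP-Rh, 375 nM pre-mixing / Dosing: 7.94 µM single dose, 0.794% DMSO / Timing: enzyme-compound preincubation 30 min, then probe labeling 45 min, 25 °C / Signal: FP readout at 525/598 nm / Controls: DMSO-treated enzyme wells and wells lacking RBBP9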
Ba/F3 V617F tox: lowers viability of Ba/F3 cells expressing EpoR and JAK2V617F. ATP luminescence. inhibition, % at 5.6 µM. 220,000 compounds, 1.1% hits. AID 1446;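 active = inhibition above the campaign mean plus 3 SD over all tested compounds, cut at about 24% in these data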;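 also: cytokine-independent growth of Ba/F3 cells driven by EpoR plus mutant JAK2; 0% = DMSO-treated cells and 100% = JAK inhibitor I control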
p97 inhibitor: blocks human p97 ATPase activity; P55072; recombinant p97 ATPase, Kinase-Glo ATP luminescence, 3 h; inhibition, % at 8 µM; 220,000 compounds, 0.42% hits; in the data active = inhibition above about 15%;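 also: 0% = DMSO vehicle and 100% = wells lacking enzyme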
Numbers without * were called inactive; nt = no result given; & = joins results of further samples; [ ] = remark or other dose.

Screens in order – EP2 antag, TbHK1 inh, p47phox inh, PPC-1+TRAIL kill, BaF3 parental, Furin inh, RBBP9 inhibitor, Ba/F3 V617F tox, p97 inhibitor
COc1ccc(-c2nnc(SCC(=O)N3CCCCC3)o2)cc1OC
    3&11, -1, 5, -2, 4, -30, 0, -4, 6
Cc1c(O)c(=O)ccn1C
    17, 9, -5&2, 0&1, 4&-7, -21, -4&-5, -2&4, 4&-4
COC(=O)[C@H](C)NC(=O)Nc1ccc(OC)cc1OC
    2, -2, -9, -6, 2, -30, -3, 2, 0
Cc1nn(-c2ccccc2)c2sc(C(=O)N3CCCCC3)cc12
    7, -2, -2, -10, 2, -10, -9, -3, 1
Cc1ccc(S(=O)(=O)Cc2ccc(C(=O)NCCCN3CCCC3=O)o2)cc1
    6, 2, 1, 10, 6, -21, -3, 0, 7
CCN1C(=O)c2ccccc2S(=O)c2ccc(C(=O)NCc3ccccn3)cc21 (stereo not given)
    8, 0, 29, 10, 3, -15, -5, -4, 5
O=C1C2C3CCC(C3)C2C(=O)N1CNc1ccccc1 (stereo not given)
    15, -7, 0, -1, 0, -23, 5, 0, -1
CC(=O)c1ccc(N2CCN(C(=O)CCCc3nc4ccccc4s3)CC2)cc1
    16, -28, -11, 20, 5, -13, -7, 0, -4
CC1CCN(CCNC(=O)C2CCCN(S(=O)(=O)c3cccc4nonc34)C2)CC1 (stereo not given)
    16, -4, -8, 12, 2, 2[20 µM], -11, 4, 0
Cc1cccc(-n2nnc(C(=O)Nc3ccc(F)cc3)c2N)c1
    7, 4, 16, 8, 0, -36, -4, -3, 3
O=C(CS(=O)(=O)c1cn(Cc2cccc(F)c2)c2ccccc12)N1CCOCC1
    13, -9, -14, 8, -1, -15, 0, -1, -5
CCCCn1c(=O)[nH]c(=O)c2c1nc(-c1ccc(OCCC)c(OCC)c1)n2CCOC
    14, -10, -7, 4, 8, -29, -7, 3, -2
Cc1ccc(C)c(N2CN(CCC3=CCCCC3)CNC2=S)c1
    10, -2, -4, 5, 8, -2, 5, -6, 7
Cc1nc2nc(SCC(=O)N3CCOCC3)nn2c(C)c1Cc1ccccc1
    15, -7, -8, 2, 5, -25, -1, 5, 0
Cc1cc2cc(CNC(=O)Cc3ccc([N+](=O)[O-])cc3)ccc2n1C
    10, -6, -11, -3, 8, -10, -3, 0, 7
COCCOC(=O)c1c(NC(=O)CN2CCc3ccccc32)sc(C(N)=O)c1C
    14, -11, -8, 6, 2, -7, -5, 10, -5
COc1cnc(-c2ccccn2)nc1Oc1ccc(Cl)c2ccccc12
    nt, -3, -2, 15, 6, -13[20 µM], -4, -3, -2
O=C(Nc1ccc(NC(=O)C2CC2)nc1)c1ccco1
    10, 4, -10, 6, 2, -44, -6, -3, 2
c1ccc(COC(CN2CCCCCC2)CN2CCCCCC2)cc1
    10, 3, -11, 11, 4, -24, 2, -1, -1
Cc1cc(Nc2ccc(F)cc2C)n2ncnc2n1
    6, 3, -4, 10, 3, 3, -3, 2, -4
CCOC(=O)Cc1csc(NC(=O)Nc2cccc(OC)c2)n1
    4, 5, 0, -9, 1, -13, -1, 4, -2
C=CCc1cccc(/C=N/NC(=O)CCCNc2ccc(C)cc2)c1O
    3, -6, 94*, 24, 3, -13, -7, 2, -10
CNS(=O)(=O)c1cccc(C(=O)Nc2cccc(Cl)c2)c1
    15, -6, -8, 1, 2, -20[20 µM], -6, 0, 3
COc1cc(C2CC(=O)N3CN(c4ccccc4C)CSC3=C2C#N)cc(OC)c1OC (stereo not given)
    9, -28, 24, 15, 3, -10, -1, 0, -5
COc1ccc(-c2nnc3n2N=C(c2cccc(Br)c2)CS3)cc1OC
    2, -4, 4, -5, 8, -16, 0, -2, 4
CCCc1cc(C(N)=O)c(NC(=O)C2CCCO2)s1 (stereo not given)
    9, -1, -32, 13, 0, -16[20 µM], -2, -4, 2
CC(=O)C1=C(C)OC(N)=C(C#N)C1c1cc([N+](=O)[O-])ccc1Cl (stereo not given)
    17, -14, 3, -1, 3, -19, 4, -2, 12
Oc1nc(-c2ccc(Cl)cc2)n2ccncc12
    7, -1, -22, -2, 4, -3, -14, 5, -2
CCCCCCOc1ccc(/C(N)=N/O)cc1
    12, -1, 22, 8, 37*, -23, 2, 27*, 3
O=C(NC1CCc2ccccc21)C1CCN(S(=O)(=O)c2ccc(Cl)cc2)CC1 (stereo not given)
    9, 25, -6, 8, 7, -4, 0, 0, 3

An excerpt from above, limited to p47phox inh.
structure,p47phox inh
CNS(=O)(=O)c1cccc(C(=O)Nc2cccc(Cl)c2)c1,-8
CCCc1cc(C(N)=O)c(NC(=O)C2CCCO2)s1 (stereo not given),-32
COc1cnc(-c2ccccn2)nc1Oc1ccc(Cl)c2ccccc12,-2
O=C(Nc1ccc(NC(=O)C2CC2)nc1)c1ccco1,-10
c1ccc(COC(CN2CCCCCC2)CN2CCCCCC2)cc1,-11

Following part
Screens in order – EP2 antag, TbHK1 inh, p47phox inh, PPC-1+TRAIL kill, BaF3 parental, Furin inh, RBBP9 inhibitor, Ba/F3 V617F tox, p97 inhibitor
O=C(COc1ccccc1)Nc1ccc2c(c1)C(=O)N(CC1CCCO1)C2=O (stereo not given)
    5, 11, -4, -14, -2, -15, -9, -3, -1
C=C1C2(C(=O)Nc3ccc(SC(F)F)cc3)CCC(C2)C1(C)C (stereo not given)
    9, 8, -1, 26, 10, -9, 1, 3, -6
CCOc1ccc(NC(=O)c2cc(C)nc3ccccc23)cc1
    6, -1, -5, 12, -1, -11, -12, 0, 1
COc1ccc(C(=O)NCC(=O)OCC(=O)NC(=O)NC2CCCCC2)cc1OC
    17, 6, -9, 19, -1, -27, -4, -4, 7
Cc1ccc(Nc2nc(N)nc(CSc3nc4ccccc4s3)n2)cc1
    nt, -5, -15, 10, 13, -14[20 µM], -13, 4, -2
COCC1CCN(Cc2nc(-c3ccc4c(c3)OCO4)no2)C1 (stereo not given)
    7, 5, 2, 8, 8, -20, -5, 2, -1
CCN(CC)S(=O)(=O)c1ccc(C)c(NC(=O)CN(C)C)c1
    7, -6, 5, 10, 7, -8, -3, 1, -3
O=C(Nc1ccc2c(c1)CCC2)c1cc2ccccc2o1
    nt, -2, -20, -6, 4, -11[20 µM], 3, 2, -4
CCN(CC(=O)Nc1cccc(OC)c1)CC(=O)Nc1ccc(C)cc1Cl
    5, -7, 12, -10, 7, -25, -7, -1, -3
CC(C)OC(=O)CC1=NC(=O)CS1
    13, -1, -11, 16, -3, -15, -4, -3, 6
O=C(CCNc1ccc(Cc2ccncc2)cc1)c1cccc([N+](=O)[O-])c1
    3, 7, 2, -6, 9, -20, -7, 3, 2
C/C(Cc1ccccc1)=N\NC(=O)CNC(=O)c1ccc(Cl)cc1
    5, -7, 1, 0, -4, -11, 5, -1, 4
O=C(NCCc1ccccc1)C1CCC(Cn2c(=O)c3ccccc3n(Cc3cccc(F)c3)c2=O)CC1 (stereo not given)
    21, -7, 2, -9, 6, -18, 1, 1, -1
COc1cc(/C=N/Nc2nc(=O)[nH]nc2C)cc(OC)c1O
    8, -19, -13, 6, 2, -3, -12, 2, -3
CCCC1(C)SC(NC(C)=O)=NN1C(C)=O (stereo not given)
    7, -1, -8, 22, 0, -33[20 µM], -13, -4, 3
CC(=O)OCC1O[C@@H](O[C@@H]2C[C@H]3C(C)(C)[C@H](OC(C)=O)CC[C@]3(C)[C@H]3CC[C@]45C[C@]4(CC[C@H]5[C@@H](C)C[C@@H](O)[C@H](O)C(C)(C)O)[C@@]32C)[C@H](O)[C@@H](O)[C@@H]1O (stereo not given in full)
    13, -10, -7, 23, -2, -3, -3, 0, -16
C=CCNc1nc(NCCN2CCOCC2)nc(N2CCOCC2)n1
    8, 4, -12, 15, 3, -19[20 µM], -4, -1, 4
O=C(NC(=S)Nc1ccccc1F)c1ccc(Br)o1
    8, -1, -8, 5, 4, -11, 3, 3, 2
O=C(C1CN(S(=O)(=O)c2ccccc2)CCN1S(=O)(=O)c1ccccc1)N1CCCCCC1 (stereo not given)
    13, 1, -6, 27, 7, -20[20 µM], 10, -2, -3
O=C(CSc1nnc(C2CC2)n1-c1ccccc1)NCc1ccco1
    15, 3, -4, 23, 7, -7[20 µM], -7, 3, -5

Sorted by value in RBBP9 inhibitor (ascending): some entries from above
structure	TbHK1 inh	p47phox inh	Furin inh	RBBP9 inhibitor	p97 inhibitor
O=C(COc1ccccc1)Nc1ccc2c(c1)C(=O)N(CC1CCCO1)C2=O (stereo not given)	11	-4	-15	-9	-1
O=C(CSc1nnc(C2CC2)n1-c1ccccc1)NCc1ccco1	3	-4	-7[20 µM]	-7	-5
CC(C)OC(=O)CC1=NC(=O)CS1	-1	-11	-15	-4	6
O=C(Nc1ccc2c(c1)CCC2)c1cc2ccccc2o1	-2	-20	-11[20 µM]	3	-4

Not all compounds are listed; count on the stated rates, not on these rows.
